# Screening results: PubChem BioAssay, National Center for Advancing Translational Sciences (NCATS)
# Vif-APOBEC3G blk = blocks the Vif interaction with human APOBEC3G; actives 0.076% (n = 410,000); Potency, µM (doses to about 46.1 µM), for inactives: at the highest dose activity, negative = active, hits mostly inhibitors; Q9HC16; HeLa A3G-eYFP + Vif (tagged APOBEC3G with the HIV-1 protein that degrades it), YFP fluorescence, overnight;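 further: on the % scale 0 is the no-effect control and ±100 the full control effect; nearly all actives have a fitted effect of over 60% in size; hits raise eYFP signal because A3G escapes Vif-driven loss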
#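 HeLa cells stably expressing Vif and C-terminally eYFP-tagged A3G, seeded overnight at 37 deg C, then exposed to compound by pintool overnight at 37 deg C. Rise in yellow fluorescence (Ex 488/Em 500-530, Acumen) marks blocked Vif-driven A3G degradation.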
# TrxR1 substrate = rat thioredoxin reductase 1 substrate activity; O89049; purified TrxR1 substrate turnover, NADPH consumption readout; Potency, µM (highest dose often 114 µM), inactives show at the highest dose activity change, negative = substrate turnover; actives 0.01% (n = 390,000); AID 588456; further: on the % scale 0 is the no-effect control and ±100 the full control effect; nearly all actives have a fitted effect of over 50% in size
#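 Rat TrxR1, dispensed at 90 nM, was prereduced with 400 uM NADPH (final) for 5 min at ~22 deg C, then incubated with compound 15 min before 400 uM selenite. A first-read NADPH fluorescence drop versus no-compound background flagged substrates.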
# RXFP1 agonist = activates the human relaxin receptor RXFP1. HEK293T-RXFP1 cAMP TR-FRET, 30 min; response scale: percent of porcine relaxin response, buffer zero. Q9HBX9. actives 0.3% (n = 370,000). Potency, µM (series often up to 57.5 µM), for inactives: at the top dose activation, most hits filed as activators; further: on the % scale 0 is the no-effect control and ±100 the full control effect; nearly all actives have a fitted effect of over 60% in size; many of its hits are not listed in these tables
# Target sequence (Q9HBX9 whole entry, looked up): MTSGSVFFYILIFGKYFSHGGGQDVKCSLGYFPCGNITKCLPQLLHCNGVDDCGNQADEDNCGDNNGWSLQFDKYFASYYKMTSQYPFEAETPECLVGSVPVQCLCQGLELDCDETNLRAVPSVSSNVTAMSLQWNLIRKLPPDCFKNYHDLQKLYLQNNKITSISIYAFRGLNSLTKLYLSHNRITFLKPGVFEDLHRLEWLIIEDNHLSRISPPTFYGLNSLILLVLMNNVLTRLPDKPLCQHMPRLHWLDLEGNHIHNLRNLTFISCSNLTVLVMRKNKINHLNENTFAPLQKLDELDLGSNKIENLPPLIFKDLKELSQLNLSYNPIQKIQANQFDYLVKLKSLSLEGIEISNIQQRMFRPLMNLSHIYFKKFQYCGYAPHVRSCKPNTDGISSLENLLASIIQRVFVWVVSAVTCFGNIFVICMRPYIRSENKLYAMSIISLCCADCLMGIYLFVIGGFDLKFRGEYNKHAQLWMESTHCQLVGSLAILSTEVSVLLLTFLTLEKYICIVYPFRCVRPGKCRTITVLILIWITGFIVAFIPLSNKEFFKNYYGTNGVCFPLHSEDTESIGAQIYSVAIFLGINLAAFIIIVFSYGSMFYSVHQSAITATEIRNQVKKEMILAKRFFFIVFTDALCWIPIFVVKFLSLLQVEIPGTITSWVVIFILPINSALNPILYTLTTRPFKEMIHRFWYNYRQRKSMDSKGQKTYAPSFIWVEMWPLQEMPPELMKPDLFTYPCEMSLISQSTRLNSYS
#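 Agonist response is measured as cAMP accumulation in an RXFP1-transfected HEK293T line under PDE4 inhibition. Values are scaled between buffer-only and 29 nM porcine relaxin, and EC50s come from standard Hill equation fits.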
# mIDH1 inhibitor = inhibitors of human mutant IDH1 R132H | actives 0.093% (n = 390,000) | IDH1-R132H enzyme, NADPH consumption, diaphorase/resazurin fluorescence | AID 602179 | Potency, µM (titrated, usually from 76.6 µM), without a hit: at the highest dose activity change, negative = inhibition, most hits filed as inhibitors; further: on the % scale 0 is the no-effect control and ±100 the full control effect; nearly all actives have a fitted effect of over 65% in size
#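 IDH1-R132H (0.5 ug/mL) preincubated 30 min with compound, then NADPH (0.016 mM) and alpha-KG (2 mM) added; 80 min at RT, pH 7.5. Remaining NADPH coupled via diaphorase/resazurin to fluorescence (540/590 nm); concentration-response curves normalized to no-enzyme control.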
# TrxR1 inh = blocks rat thioredoxin reductase 1; O89049; recombinant rTrxR1, NADPH fluorescence consumption, selenite substrate; Potency, µM (highest dose often 114 µM), for inactives: at the highest dose activity change, negative = inhibition, usual class: inhibitors; actives 1% (n = 390,000); AID 588453; further: on the % scale 0 is the no-effect control and ±100 the full control effect; nearly all actives have a fitted effect of over 65% in size
#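 Rat TrxR1 (90 nM in the dispensed reagent) was pre-reduced with 400 uM NADPH for 5 min at room temperature, then incubated with compound for 15 min. After 400 uM selenite was added, NADPH fluorescence (Ex 340/Em 450 nm) was followed for 8 min.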
# Vif-APOBEC3F blk = Vif-A3F binding inhibition; AID 602313; HeLa A3F-eYFP + Vif (tagged APOBEC3F with the HIV-1 protein that degrades it), YFP fluorescence increase; actives 0.2% (n = 390,000); Potency, µM (doses to about 46.1 µM), without a hit: at the highest dose activity, negative = active; further: % of control where 0% means no effect; nearly all actives have a fitted effect of over 65% in size
#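 HeLa cells stably expressing A3F-eYFP plus Vif, plated and incubated overnight at 37 deg C, then exposed to compounds overnight at 37 deg C. Blocked degradation read as raised yellow fluorescence (Ex 488/Em 500-530).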
# USP1 inh = inhibitors of human USP1/UAF1 deubiquitinase. O94782. recombinant USP1/UAF1, Ub-Rhodamine cleavage fluorescence. Potency, µM (highest dose often 57.1 µM), for the others: at the top dose activity change, negative = inhibition, actives largely listed as inhibitors. actives 0.23% (n = 390,000); further: on the % scale 0 is the no-effect control and ±100 the full control effect; nearly all actives have a fitted effect of over 60% in size; inactives centre near -12
#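 USP1/UAF1 complex (1 nM) preincubated 15 min at room temperature with compound, then Ub-Rho substrate (150 nM final) added. Kinetic fluorescence at 480/540 nm over 6 reads at 60 s intervals; 50 mM HEPES pH 7.8, 0.5 mM EDTA, 0.1 mg/ml BSA, 1 mM TCEP, 0.01% Tween-20.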
# 12-LOX inh = inhibitors of human 12S-lipoxygenase ALOX12 | actives 1.1% (n = 580,000) | Potency, µM (highest dose often 108 µM), for the others: at the highest dose activity change, negative = inhibition, usual class: inhibitors | AID 1671190 | purified 12hLO, xylenol orange hydroperoxide absorbance; further: on the % scale 0 is the no-effect control and ±100 the full control effect
#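 Purified human 12hLO (150 nM final) in 25 mM Hepes, 0.01% Triton X-100, pH 7.0 was preincubated 15 min at room temperature with compound. Then 40 uM arachidonic acid was added, 30 min. Hydroperoxide was read by Fe-XO absorbance ratio 573/405 nm.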
# RGS4 inhibitor = blocks human RGS4-accelerated GTP hydrolysis; actives 0.039% (n = 390,000); Transcreener GDP fluorescence polarization, RGS4-accelerated GTP hydrolysis; Potency, µM (titrated, usually from 114 µM), without a hit: at the top dose activity change, negative = inhibition, most hits filed as inhibitors; AID 504845; further: on the % scale 0 is the no-effect control and ±100 the full control effect; nearly all actives have a fitted effect of over 75% in size; some results filed as inactive show a strong effect at the top dose
# Target sequence (P49798 whole entry, looked up): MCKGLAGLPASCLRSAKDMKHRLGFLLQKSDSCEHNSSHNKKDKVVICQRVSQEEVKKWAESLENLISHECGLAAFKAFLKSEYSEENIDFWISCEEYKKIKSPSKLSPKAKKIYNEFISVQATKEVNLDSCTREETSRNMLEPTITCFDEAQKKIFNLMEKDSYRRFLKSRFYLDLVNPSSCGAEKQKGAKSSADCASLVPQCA
#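 MLSMR compounds (23 nl, pin-transferred) preincubated 10 min at room temperature with a 500nM (2x) first reagent, then RGS4 at 900nM (2x) plus Transcreener GDP mix added; fluorescence polarization (620/688 nm) read before and after 90 min at 30 °C.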
# The depositor's hits bear a star; u = inconclusive; x = no result given; [ ] = another dose, or the depositor's remark. The call rests on the fitted dose curve; in most records, active means well fitted curve in the direction sought with a large enough effect; inconclusive means small, poorly fitted or top-dose-only effect, or another doubt; inactive means no such curve, though single readings can be large; an effect the other way counts as inactive or inconclusive. Potency means the concentration at half of the fitted maximal effect. These rows are one share of the data; the hit share may differ from the screen's.
SMILES,Vif-APOBEC3G blk,TrxR1 substrate,RXFP1 agonist,mIDH1 inhibitor,TrxR1 inh,Vif-APOBEC3F blk,USP1 inh,12-LOX inh,RGS4 inhibitor
CC(=O)Oc1ccc(C2=NN(c3ccccc3)C(c3ccccc3)C2)cc1 (stereo not given),-27%,199%[activator],23%,2%,40%[activator],4%,-12%,0%,-31%
Cc1cccc(NC(=O)c2sc3nc(N4CCOCC4)c4c(c3c2N)CC(C)(C)OC4)c1,0%,26%,7.1%,2%,30%,-7%,u,-28%,-23%
Cc1cccc(N2CCN(C(=O)c3cc4c(=O)n(C)c5ccccc5c4s3)CC2C)c1 (stereo not given),-5%,3%,2.8%,0%,10%,4%,-8%,5%,11%
CN(CC(=O)NCC(=O)Nc1ccc(F)cc1)CC(=O)Nc1ccc(Cl)c(C(F)(F)F)c1,-13%,-4%,x,6%,11%,-21%,-3%,17%,u
COc1cc(C2C(C#N)=C(SC)NC3=C2C(=O)CCC3)ccc1O (stereo not given),2%,0%,-1.8%,8%,11%,11%,-22%,-2%,7%
O=C(/C=C/c1c(Cl)cccc1Cl)Nc1ccncc1,-5%,-2%,2.3%,10%,-9%,-2%,-2%,-8%,-3%
CN1C=CC(=O)[C@@H](O)[C@H]1c1ccccc1Br,6%,3%,x,4%[38.3 µM],16%,-4%,-18%,2%,-8%
Cc1cc(NC(=O)CSc2nnc(C)o2)no1,0%,3%,-0.6%,-6%,21%,0%,-21%,68%[activator],2%
Cc1cccn2c(=O)c(C=O)c(N3CCC4(CC3)OCCO4)nc12,-1%,10%[57.1 µM],17%,14%,33%[57.1 µM],u,4%,3%,6%
N/C(CC(=O)Nc1cccc(C(F)(F)F)c1)=N/O,1%,-3%,2.2%,0%,-13%,-8%,-16%,0%,-30%
COc1ccccc1C(=O)Nc1ccnn1C1CCN(Cc2cnn(C)c2C)CC1,-2%,0%,-2.0%,1%,-5%,3%,-17%,9%,-24%
CCc1nc(SCC(=O)c2cccs2)c2oc3ccccc3c2n1,1%,-7%,5.5%,1%,-10%,-8%,-7%,0%,-6%
O=C1CN(C(=O)c2cc(F)cc(F)c2)c2ccccc2N1,-19%,2%,0.7%,17%,26%,-31%,u,-33%,10%
COC(=O)C1=C(CSc2nncn2C)NC(=O)NC1c1ccc(F)cc1 (stereo not given),-3%,3%,0.1%,-1%,9%,3%,-5%,-15%,32%
COc1ccc(CN(C)C[C@H]2Oc3c(NC(=O)Nc4ccccc4)cccc3C(=O)N([C@H](C)CO)C[C@@H]2C)cc1,2%,-3%,x,-17%,10%,-6%,-31%,-2%,-2%
CC1(C)CC(NC(=O)c2ccc(F)cc2)CC(C)(C)N1,4%,x,x,-4%,x,-15%,-22%,6%,x
c1ccc(CN2CCN(c3nc(-c4ccccc4)nc4ccccc34)CC2)cc1,-2%,9%,-2.1%,-1%,5%,3%,-25%,2%,14%
O=C(c1ccc(CSc2ccc(Cl)cc2)cc1)N1CCCC1,-7%,4%,-1.3%,5%,16%,0%,-20%,-6%,-9%
Cc1cccc(NC(=O)c2ccc(N3CCCCC3)c([N+](=O)[O-])c2)n1,-9%,-8%,1.0%,23%,-5%,2%,-11%,-29%,-34%
O=S(=O)(Cc1ccccc1)Nc1ccccc1Br,-8%,6%[57.1 µM],0.8%,0%,5%[57.1 µM],11%,-8%,16%,-6%
Cc1c(O)ccc2c3c(c(=O)oc12)CCCC3,-1%,173%[activator],5.3%,6%,-24%,0%,-16%,-11%,10%
Cc1ccc(C)c(N2CCN(S(=O)(=O)c3ccc4c(c3)NC(=O)CC(=O)N4)CC2)c1,-12%,-5%[57.1 µM],3.2%,-3%,-4%[57.1 µM],-3%,5%,6%,-7%
O=C(CC1C(=O)NCCN1C(=S)Nc1ccccc1)Nc1ccc2c(c1)OCCO2 (stereo not given),4%,-2%,-2.6%,7%,4%,-9%,-4%,-24%,-21%
CN(C)C(CNC(=O)c1coc2ccccc2c1=O)c1ccccc1 (stereo not given),0%,1%,-0.1%,0%,14%,-7%,-29%,-16%,3%
COc1ccc(C(=O)Nc2cccc3c2CCCC3)c(OC)c1,-2%,7%[57.1 µM],x,4%,22%[57.1 µM],1%,-11%,133%[activator],5%
CCOC(=O)C1(Cc2ccccc2)CCN(Cc2cc(=O)c3ccccc3[nH]2)CC1,-3%,-3%,-0.1%,0%,-4%,-1%,-21%,-18%,2%
COc1ccccc1NC(=O)Nc1nc(CC(=O)NCc2cccnc2)cs1,1%,-7%,-0.8%,8%,-8%,-13%,-14%,12%,-5%
COc1ccc(/C=C(/C#N)C(=O)Nc2cccc([N+](=O)[O-])c2)cc1C(=O)O,4%,-19%,2.7%,-3%,u,0%,-23%,-20%,-3%
CC1=CC2=NC(=O)/C(=C\c3cc(C)n(-c4ccc(F)cc4)c3C)C(=N)N2O1,-6%,11%,7.8%,-1%,u,-21%,-9%,-12%,6%
COc1cccc(NC(=O)[C@H](CC(C)C)NC(=O)N2CCn3c2nc2ccccc23)c1,-11%,7%[57.1 µM],-0.3%,-3%,39%[57.1 µM],-1%,-12%,6%,-21%[56.9 µM]
C=CCNc1sc(C(=O)c2ccccc2)c(N)c1-c1nc2ccccc2s1,-19%,-5%[57.1 µM],3.1%,-12%,-35%[57.1 µM],-8%,-6%,x,-5%[11.4 µM]
Cc1cccc(C)c1NC(=O)CN(C)C(=O)C1CC(=O)N(c2cccc3ccccc23)C1 (stereo not given),-17%,7%,-1.4%,-4%,23%,-2%,-8%,1%,-14%
NS(=O)(=O)c1ccc(NC(=O)C2(c3ccccc3)CCCC2)cc1,0%,4%[57.1 µM],-0.4%,-9%,8%[57.1 µM],-2%,-6%,-4%,1%
Nn1c(-c2cccs2)nc2sc3c(c2c1=O)CCCC3,-1%,7%[57.1 µM],1.4%,9%,20%[57.1 µM],-8%,-19%,u,-37%
COc1ccc(NC(=O)C(c2ccccc2)N2CCN(c3ccccn3)CC2)cc1Cl (stereo not given),2%,-1%,-0.8%,0%,25%,11%,-15%,1%,-15%
COc1cc2oc(=O)cc(-c3ccc(-c4ccc(OC(F)(F)F)cc4)cc3)c2c(OC)c1OC,-1%,1%,x,-3%,25%,-4%,-13%,u,-11%
COc1ccc(OC)c(CNc2ncc(-c3ccc(F)cc3)n2C)c1,-11%,3%,-1.5%,-7%,40%[activator],-4%,-12%,4%,22%
CCS(=O)(=O)c1ncc(Cl)c(C(=O)Nc2ccccc2)n1,-11%,-4%,-0.2%,-6%,2.5µM*,-9%,-7%,3%,-51%
O=C(Nc1nc2c(s1)CCCC2)c1cc2n(n1)C(C(F)(F)F)CC(C1CC1)N2 (stereo not given),-5%,1%,2.5%,4%,2%,1%,-15%,4%,-1%
COc1ccc(N2CCN(CCCNC(=O)c3ccc(CS(=O)(=O)c4ccc(OC)cc4)o3)CC2)cc1,3%,4%,-3.1%,-8%,19%,2%,-18%,-23%,-24%
CC1=C(C(=O)Nc2ccc(F)cc2)C(c2ccncc2)C2=C(CCCC2=O)N1 (stereo not given),0%,15%,1.0%,0%,14%[57.1 µM],8%,6%,0%,43%[11.4 µM]
C(=N\Nc1nncn1/N=C/c1ccco1)/c1ccco1,-5%,-10%,-2.6%,1%,5%,2%,-25%,13%,5%
O=C1CCC(C(=O)N2CCN(c3ccc(F)cc3)CC2)CN1CC1CCCCC1 (stereo not given),-8%,-3%,0.3%,7%,-10%,-9%,-29%,11%,-1%
CS(=O)(=O)N1CCN(C(=O)c2ccccc2F)CC1,1%,-5%,0.5%,2%,-10%,-2%,-9%,-19%,2%
Cc1cc(Cn2nnnc2-c2ccncc2)cc(C)c1O,-27%,1%,4.0%,-7%,u,6%,-8%,-11%,30%
Fc1ccc(N2Cc3ccsc3C=N2)cc1,1%,5%,-2.1%,9%,-8%,-4%,-14%,-23%,-2%
CCCCNC(=O)C1CCC(Cn2c(=O)c3sccc3n(CC(=O)Nc3ccccc3)c2=O)CC1 (stereo not given),-1%,1%[57.1 µM],3.6%,-17%,14%[57.1 µM],-2%,-5%,4%,-1%
CCOC(=O)C(NC(=O)c1ccccc1)=C1C=C(C)OC(C)=C1,-1%,-16%,1.2%,-1%,-28%,x,-7%,12%,26%

# Among those listed so far, 2 contain a nitro group on carbon.
SMILES,Vif-APOBEC3G blk,TrxR1 substrate,RXFP1 agonist,mIDH1 inhibitor,TrxR1 inh,Vif-APOBEC3F blk,USP1 inh,12-LOX inh,RGS4 inhibitor
Cc1cccc(NC(=O)c2ccc(N3CCCCC3)c([N+](=O)[O-])c2)n1,-9%,-8%,1.0%,23%,-5%,2%,-11%,-29%,-34%
COc1ccc(/C=C(/C#N)C(=O)Nc2cccc([N+](=O)[O-])c2)cc1C(=O)O,4%,-19%,2.7%,-3%,u,0%,-23%,-20%,-3%
